Assay outcomes as filed in PubChem.
FXIIa single = inhibitors of human coagulation factor XIIa. P00748. purified human FXIIa, AMC substrate fluorescence, 2 h. inhibition, % at 10 µM. hit rate 0.2% among 33,000; in the data active means inhibition above about 30%;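 further: 0% = enzyme with vehicle only and 100% = no enzyme blank; many of its hits are not listed in these tables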
Target sequence (P00748 20-372 limits assumed): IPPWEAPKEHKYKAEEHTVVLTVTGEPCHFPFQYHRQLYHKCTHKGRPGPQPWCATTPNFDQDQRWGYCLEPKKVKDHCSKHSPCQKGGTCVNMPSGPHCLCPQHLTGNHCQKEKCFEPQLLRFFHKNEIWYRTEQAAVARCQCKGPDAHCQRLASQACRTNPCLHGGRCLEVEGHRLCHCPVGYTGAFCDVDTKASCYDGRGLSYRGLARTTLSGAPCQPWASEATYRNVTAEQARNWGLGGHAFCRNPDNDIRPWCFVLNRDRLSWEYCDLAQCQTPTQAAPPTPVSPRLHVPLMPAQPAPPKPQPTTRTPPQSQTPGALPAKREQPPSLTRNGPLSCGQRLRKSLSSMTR
Target sequence (P00748 373-615 limits assumed): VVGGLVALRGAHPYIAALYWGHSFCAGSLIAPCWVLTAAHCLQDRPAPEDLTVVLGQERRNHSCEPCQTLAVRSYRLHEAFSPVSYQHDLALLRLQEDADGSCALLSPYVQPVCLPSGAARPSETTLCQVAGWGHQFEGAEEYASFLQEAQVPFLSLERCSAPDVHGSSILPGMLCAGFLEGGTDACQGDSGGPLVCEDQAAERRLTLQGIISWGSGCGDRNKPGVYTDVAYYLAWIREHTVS
FXIa single inh = inhibitors of human coagulation factor XIa; purified human FXIa, fluorogenic AMC substrate cleavage; P03951; hit rate 0.3% among 33,000; AID 687; inhibition, % at 10 µM;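 active means inhibition above 40% in the primary screen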;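 further: 0% = enzyme without compound and 100% = blank wells lacking enzyme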
* marks the source's active call; other numbers are inactive results. This is a subset (hit frequency here may not be typical).

SMILES | FXIIa single | FXIa single inh
Cc1cc(C(=O)CSc2n[nH]c(-c3ccccc3F)n2)c(C)n1Cc1cccs1 | 5 | -4
Cc1cccc(N2CCN(S(=O)(=O)c3c(C)[nH]c(=O)[nH]c3=O)CC2)c1C | -19 | 15
COC(=O)C(Cc1c[nH]c2ccccc12)NC(C)=O (configuration not stated) | -17 | 103*
O=C(CSc1nc2ccccc2s1)Nc1nccs1 | 5 | 6
Cc1ccn(Cc2n[nH]c(=S)n2Cc2ccccc2)n1 | 5 | 0
Nc1ccc(N2CCN(C(=O)c3ccco3)CC2)cc1 | 1 | 6
O=C(CN1CCC(c2nc3ccccc3s2)CC1)NCc1ccccc1 | 3 | -1
COC(=O)COc1ccc(S(=O)(=O)Nc2ccc(NC(C)=O)cc2)cc1C | 8 | -2
O=S(=O)(c1ccccc1)c1nc(-c2ccco2)oc1NCCN1CCOCC1 | 21 | 2
CC1CCCC(NC(=O)Nc2cccs2)C1C (configuration not stated) | 25 | 13
COc1ccc(C2(CNC(=O)c3ccco3)CCOCC2)cc1 | 4 | -5
CCOC(=O)N1CCN(C(=O)CCSc2ccc(Cl)cc2)CC1 | 5 | 7
COc1ccc(N2CCN(C(c3ccccc3OC)c3nnnn3C3CCCC3)CC2)cc1 (configuration not stated) | 3 | 4
COC(=O)CNc1nc(-c2cccnc2)nc2ccccc12 | 2 | 0
O=C(Nc1cccnc1)c1ccc(NC(=O)c2ccco2)cc1 | 7 | 4
CCc1nnc(NS(=O)(=O)c2ccc(N3C(=O)C4CC=C(Cl)CC4C3=O)cc2)s1 (configuration not stated) | -39 | 2
CCOC(=O)C1CCCc2c1[nH]c1c(C(N)=O)cccc21 (configuration not stated) | 9 | -9
CCC(=O)Nc1nc2ccccc2n1Cc1ccccc1C | 5 | -2
COc1ccccc1NC(=O)CSc1nnc(-c2ccoc2C)n1CC1CCCO1 (configuration not stated) | -16 | 26
CCOc1ccc(Nc2nc3ccccc3n3nnnc23)cc1 | 5 | 4
O=C(CSCc1c(Cl)cccc1Cl)Nc1nccs1 | 4 | 15
Cc1cc(C(=O)CSc2nnc(-c3ccccc3F)o2)c(C)n1Cc1cccs1 | 7 | 2
O=C(/C=C/c1ccccc1Cl)c1cccnc1 | 8 | 4
Cc1ccc(NS(=O)(=O)c2ccc(C(=O)N3CCN(c4ccccn4)CC3)cc2)cc1 | 12 | -3
COc1ccc(CCNC(=O)c2ccc(CN3CCOCC3)cc2)cc1 | 3 | 6
CCCCn1c(Nc2ccccc2)nc2ccccc21 | -4 | 2
CCOc1ccccc1CN1C(=O)c2ccccc2C1C(=O)NCC1CCCO1 (configuration not stated) | 4 | -2
O=c1cc(N2CCN(Cc3ccccc3)CC2)[nH]c(=O)n1-c1ccc(Br)cc1 | 4 | 8
CSc1ccccc1NC(=O)CCn1c(=O)sc2ccccc21 | 3 | 4
CCOC(=O)c1nnn(CC(=O)Nc2cccc(Cl)c2C)c1C(=O)OCC | 4 | 8
Cc1ccc(S(=O)(=O)NCCCN2CCOCC2)cc1C | 7 | 3
COc1ccc(CNC(=O)C2CCCN(S(=O)(=O)c3c(C)n[nH]c3C)C2)cc1 (configuration not stated) | 14 | -3
CCOC(=O)c1[nH]c2ccccc2c1NC(=O)CCN1CC(C)OC(C)C1 (configuration not stated) | -17 | 26
O=C(c1ccco1)N1CCN(S(=O)(=O)Cc2ccc(Cl)cc2)CC1 | 4 | -4
COc1cc2cc(CN(Cc3cccnc3)C(=O)NCc3ccccc3)c(=O)[nH]c2cc1OC | 5 | -4
Cc1cccc(N(CC(=O)NC2CCCC2)C(=O)CS(=O)CC(=O)Nc2ccc3c(c2)OCO3)c1C (configuration not stated) | 3 | 0
COc1ccc(CCNC(=O)C(=O)NCC2CCCO2)cc1OC (configuration not stated) | 2 | 0
Brc1cc(Br)c2ncnc(N3CCCCC3)c2c1 | -17 | 4
O=C(COC(=O)CC1CC2CCC1C2)NC(=O)NCc1ccco1 (configuration not stated) | 1 | -8
Cc1ccc(N2C(=O)C(Cl)=C(Nc3c(C)n(C)n(-c4ccccc4)c3=O)C2=O)cc1 | 5 | -3
COc1ccccc1-c1nc(C(F)(F)F)c(OC)o1 | -1 | -4
O=C(Nc1nccs1)c1ccc(NC(=O)c2ccco2)cc1 | 4 | 4
Cc1ccc(C(=O)NC2(C(F)(F)F)N=C3SCCN3C2=O)cc1 (configuration not stated) | 2 | 3
CC(=O)NC1C(=O)N=C(SCc2ccccc2)NC1=O (configuration not stated) | 3 | 3
CCn1cc(C(=O)Nc2ccc(C(=O)N3CCCC3)cc2)c(=O)c2ccc(C)nc21 | 16 | 2
CC(C)Cn1c(Cc2ccccc2)n[nH]c1=S | 2 | 7
CCOC(=O)C1CCCN(C(=O)Cc2ccc(C)cc2)C1 (configuration not stated) | 2 | -1
Cc1cc(C)cc(N(CC(=O)O)S(=O)(=O)c2c(C)noc2C)c1 | 3 | -7
C=CCn1c(SCCOc2ccc(OC)cc2)nnc1C(C)NC(=O)Cc1ccc(OC)cc1 (configuration not stated) | 4 | -7
Cc1ccc(CN2C3=NC(=O)CN3c3ccccc32)cc1 | 19 | 2
Cc1c(SCCO)c(=O)[nH]c2cc3c(cc12)OCO3 | 5 | -13
Cn1cccc1C1Nc2ccccc2NC2=C1C(=O)CC(C)(C)C2 (configuration not stated) | 3 | -1
COCC(=O)n1nc(-c2ccccc2)nc1NCc1ccc(F)cc1 | -9 | -1
CCN(CC)CCOc1cc2c(nn1)Oc1ccccc1N2C | 2 | 2
CC1Cc2ccccc2N1C(=O)CSc1nc2c(c(=O)n(C)c(=O)n2C)n1Cc1ccc(F)cc1 (configuration not stated) | -15 | 4
COc1ccc(/C=N/N2C(=O)CSC2=S)cc1 | 2 | 4
CC(C)c1cc(NC(=O)C(C)(C)C)cc(C(C)C)c1O | 6 | 6
CC(=O)c1oc2ccccc2c1NC(=O)CCCN1C(=O)c2ccccc2C1=O | 9 | 8
O=C1C2C3C=CC(C3)C2C(=O)N1CCC(=O)N1CCc2ccccc21 (configuration not stated) | 6 | -7
O=C(NC12CC3CC(CC(C3)C1)C2)N1CCN(c2nc(-c3ccccc3)cs2)CC1 | 3 | 0

More structures
SMILES | FXIIa single | FXIa single inh
Cc1cc(C)cc(NC(=S)NCc2cccn2C)c1 | -12 | -14
Cc1ccc(-c2cc(NC(=O)CCl)n(-c3ccccc3)n2)cc1 | 6 | -9
Cc1cccc(NCCNc2cccc(C)c2)c1 | 0 | -2
COc1ccc(CCN=CC2=C(O)CC(C)(C)CC2=O)cc1 | 8 | 7
COCCSc1nnc(NC(=O)C(C)(C)C)s1 | 0 | -6
Cn1c(=O)c2c(nc(CN3CCOCC3)n2CCc2ccccc2)n(C)c1=O | 10 | 3
COc1ccc(CNc2ccc(-c3ccccc3OC)nn2)cc1 | 7 | 5
COC(=O)CSc1nc(-c2ccccc2)c2c(c1C#N)CCCC2 | 1 | -1
CC1=C(C(=O)Nc2ccccc2)C(c2ccco2)n2ncnc2N1 (configuration not stated) | 5 | -6
CCOc1ccc(/C=N/n2c(SC)nnc(C(C)(C)C)c2=O)cc1 | 0 | -4
COc1cccc(C2CC(c3ccccc3Cl)Nc3nc(N)nn32)c1 (configuration not stated) | 5 | -1
COc1ccc(C(=O)Nn2c(SCC(=O)c3ccccc3)nc3ccccc3c2=O)cc1 | 10 | 9
CC(C)Oc1ccc(C(=O)NC2(C(F)(F)F)N=C3SCCN3C2=O)cc1 (configuration not stated) | -11 | 4
COC(=O)c1ccc(COc2ccc3c(C)c(C)c(=O)oc3c2)o1 | -15 | 2
CCCCCCCCNC(=O)C(CCC(=O)OCc1ccccc1)NC(C)=O (configuration not stated) | -12 | 21
CCCC1(C)Nc2ccccc2-c2nc3ccccc3n21 (configuration not stated) | -20 | 19
CCN(C(=O)c1coc(=O)c(Br)c1)c1ccc2c(c1)OCO2 | 4 | 1
Cc1cccc(-n2c(SCc3cc(=O)n4ccsc4n3)nc3ccccc3c2=O)c1 | 7 | 7
CC(=O)CC1(O)C(=O)N(Cc2ccccc2)c2ccccc21 (configuration not stated) | 8 | 8
COCCCn1c(SCC(=O)NCc2ccccc2)nc2ccccc2c1=O | 6 | -1
CC(C)(C)N=Cc1cc(-c2ccccc2)sc1O | -4 | 3
Cc1ccc(S(=O)(=O)N2CCN(C(=O)Cc3ccccc3)CC2)cc1 | -11 | 23
CC(=O)N1N=C(c2ccc(Cl)cc2)OC1c1ccc(C(C)C)cc1 (configuration not stated) | 7 | 10
O=C(Cn1cnc2ccccc21)NC(c1ccccc1)c1ccccc1 | 2 | 9
COc1ccccc1CNC(=O)CCC(=O)Nc1nnc(C(C)C)s1 | -14 | 28
CCc1ccc2nc(N3CCN(C)CC3)c(C#N)cc2c1 | 4 | -3
Cc1cccc(CSc2nnc(NC(=O)c3ccco3)s2)c1 | 5 | 1
COc1cc(C)nc2nc(SCc3ccccc3)nn12 | 5 | 1
CC(C)Sc1nc2ccccc2c(=O)[nH]1 | 7 | -7
CSc1nc2c(c(=O)[nH]1)CCCC2 | 8 | 10
COC(=O)C(NC(C)=O)(Nc1nc(C)cs1)C(F)(F)F (configuration not stated) | -4 | -6
CN(C)c1ccnc(-n2cccc2/C=N/OCc2ccccc2)c1C#N | 7 | 7
O=C(Nc1ccc2nc(-c3ccccc3)[nH]c2c1)c1ccco1 | 5 | -2
CCOc1oc(-c2ccc(OC)cc2)nc1C(F)(F)F | 7 | -2
O=C(NNC(=O)c1cnccn1)c1cccc([N+](=O)[O-])c1 | 6 | 2
CCOc1cc(C(C#N)N2CCCCC2)ccc1OC (configuration not stated) | 4 | 28
N#Cc1ccc(Cn2c(=O)c(C#N)c3n(c2=O)CCC3)cc1 | 2 | -3
Nc1ccc2ncccc2c1 | 0 | -2
Cc1cccc(NC(=S)NN2CCOCC2)c1C | 6 | 0
Cc1ccc(S(=O)(=O)N2CCN(Cc3nc4ccccc4[nH]3)CC2)cc1C | 0 | -6
COCC(C)NC(=O)c1ccc(Cl)c(Cl)c1 (configuration not stated) | -4 | -1
O=S(=O)(NCc1cccnc1)c1ccc(Cl)s1 | 5 | -1
COc1ccc2cc3cc(C(=O)Nc4cc(OC)c(OC)c(OC)c4)oc3nc2c1 | 7 | 20
Cn1c(N)c(N2CCCCC2)c(=O)n(CC(=O)Nc2ccc(Cl)c(Cl)c2)c1=O | 5 | 9
Cc1cc(-c2ccccc2)nc2cc(C(=O)N(Cc3ccccc3)Cc3ccccc3)nn12 | -3 | -2
